Screening results (PubChem BioAssay)
SR-BI DiI-HDL act: enhances SR-BI lipid uptake from DiI-HDL. AID 504775. CHO ldlA[mSR-BI] cells, DiI-HDL uptake fluorescence, 3 h; 100 = double the neutral-control signal. activation, % at 12.5 µM. 320,000 compounds, 0.096% hits;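 active = mean replicate activation of at least 60% and every replicate at or above 60%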;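 note: 0% = median plate neutral-control signal and 100% = twice that signal; values of inactives mirror those of a sister screen read the other way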
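Material: SR-BI-overexpressing, LDLR-lacking CHO cells | Dosing: Single compound concentration, delivered by pin transfer | Probe or stimulus: Labelled HDL, 10 µg/mL | Signal: Bottom-read cell fluorescence after medium removal, ex 550/em 595 nm | Schedule: 3 h, 37 °C | Evaluation: HDL uptake via cellular fluorescence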
Rtt109 Vps75: C. albicans Rtt109 histone acetyltransferase inhibition; inhibition, % at 34.9 µM; AID 540336; 330,000 compounds, 0.16% hits; purified Rtt109/Vps75, ThioGlo CoA-SH fluorescence, 4 h;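 active = inhibition of at least 50% in every replicate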
Target sequence (Q5AAJ8 whole entry, looked up): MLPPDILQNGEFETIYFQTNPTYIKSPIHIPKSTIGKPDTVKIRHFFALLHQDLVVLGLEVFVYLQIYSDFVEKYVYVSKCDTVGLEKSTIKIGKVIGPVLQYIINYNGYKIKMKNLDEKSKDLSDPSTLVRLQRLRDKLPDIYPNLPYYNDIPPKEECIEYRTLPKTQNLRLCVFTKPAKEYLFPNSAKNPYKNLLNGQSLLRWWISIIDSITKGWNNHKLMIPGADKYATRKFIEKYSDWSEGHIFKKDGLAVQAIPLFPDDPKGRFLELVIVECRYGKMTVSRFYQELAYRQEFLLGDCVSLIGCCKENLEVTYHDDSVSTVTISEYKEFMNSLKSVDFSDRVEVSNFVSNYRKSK
PKA-R2B act: PKA-R2B complex activation; P22694+P31323; PKA-R2B holoenzyme dissociation, Cy5-IP20 fluorescence polarization; R2B truncated from residue 108, S112A mutant; 0% DMSO only, 100% 113 µM cGMP; activation, % at 11.4 µM; 340,000 compounds, 0.079% hits; AID 504700;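 active = activation above a cutoff set at the mean over all compounds plus 3 SD, cut at about 18% in these data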;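 note: higher means more holoenzyme dissociation and a rise in polarization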
CAL PDZ FP-1: inhibitors of human CAL PDZ peptide binding; Q9HD26; purified CAL PDZ, TMR-peptide fluorescence polarization, 1 h; inhibition, % at 24.9 µM; 300,000 compounds, 0.92% hits; AID 602252;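 active = mean inhibition of at least 30% with at least half of replicates also reaching 30%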;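 note: 0% = DMSO neutral control and 100% = excess unlabeled competitor peptide PRC23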
Cardiac RTF inh: cardiac RTF calcium desensitization | IANBD-labeled cardiac RTF, Ca2+ fluorescence | AID 493244 | P19429+P45379 | 340,000 compounds, 0.12% hits | inhibition, % at 7.15 µM;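 active = inhibition above the mean inhibition of all tested compounds plus 3 SD, cut at about 17% in these data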;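 note: assay run at fixed EC70 calcium of 1.6 mM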
CAL PDZ FP-2: inhibitors of human CAL PDZ peptide binding; Q9HD26; inhibition, % at 20 µM; AID 504414; 330,000 compounds, 0.02% hits; purified CAL PDZ, TMR-peptide fluorescence polarization, 1 h;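 active = highest replicate inhibition of at least 40%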;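 note: plate controls were DMSO neutral control wells for no effect and unlabeled competitor peptide control wells for full effect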
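Material: tagged CAL PDZ protein CerCALP, purified; buffer or medium: sodium phosphate/NaCl buffer pH 7.4 with TCEP, IgG, Thesit; also added: fluorescent TMR peptide probe; schedule: 1 h incubation at room temperature before polarization reading; technique: fluorescence polarization from S- and P-plane intensities, G-factor corrected; control set: unlabelled peptide and DMSO controls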
cardiac RTF act: cardiac RTF calcium sensitization. P19429+P45379. IANBD-labeled TnC RTF fluorescence at EC20 calcium; 0% EC20 calcium, 100% full calcium. activation, % at 7.2 µM. 340,000 compounds, 0.24% hits. AID 493008;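 active = activation above the mean over all tested compounds plus 3 SD, cut at about 30% in these data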;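 note: rise in fluorescence read as greater calcium sensitivity of cardiac thin filaments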
DAGLB inh: blocks human DAGLB lipase activity; HEK293T DAGLB membrane lysate, EnzChek fluorogenic substrate; 340,000 compounds, 0.059% hits; AID 504411; inhibition, % at 5.17 µM; in the data active = inhibition above about 34%;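 note: 0% = enzyme with vehicle and 100% = wells lacking enzyme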
C-LANA FP: inhibitors of KSHV LANA C-terminal domain DNA binding; AID 504423; inhibition, % at 9 µM; 340,000 compounds, 0.078% hits; MBP-C-LANA/FAM-LBS DNA binding, fluorescence polarization;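 active = highest replicate inhibition at or above 60% at 9 µM, even if other replicates fall short; inactive = all replicates below 60% inhibition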;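 note: 0% = neutral control wells and 100% = 4 µM acridine orange control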
Keap1-Nrf2 PPI: inhibitors of human Keap1-Nrf2 protein-protein interaction. Q14145. Keap1 Kelch-Nrf2 peptide fluorescence polarization, 1536-well. inhibition, % at 9.4 µM. 340,000 compounds, 0.15% hits. AID 504523; in the data active = inhibition above about 12%;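 note: human Keap1 Kelch domain with fluorescein labeled Nrf2 9mer peptide probe; 0% = neutral control wells and 100% = peptide positive control; higher means more block of Keap1 binding to Nrf2 peptide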
Target sequence (Q14145 whole entry, looked up, the tested form may be a part): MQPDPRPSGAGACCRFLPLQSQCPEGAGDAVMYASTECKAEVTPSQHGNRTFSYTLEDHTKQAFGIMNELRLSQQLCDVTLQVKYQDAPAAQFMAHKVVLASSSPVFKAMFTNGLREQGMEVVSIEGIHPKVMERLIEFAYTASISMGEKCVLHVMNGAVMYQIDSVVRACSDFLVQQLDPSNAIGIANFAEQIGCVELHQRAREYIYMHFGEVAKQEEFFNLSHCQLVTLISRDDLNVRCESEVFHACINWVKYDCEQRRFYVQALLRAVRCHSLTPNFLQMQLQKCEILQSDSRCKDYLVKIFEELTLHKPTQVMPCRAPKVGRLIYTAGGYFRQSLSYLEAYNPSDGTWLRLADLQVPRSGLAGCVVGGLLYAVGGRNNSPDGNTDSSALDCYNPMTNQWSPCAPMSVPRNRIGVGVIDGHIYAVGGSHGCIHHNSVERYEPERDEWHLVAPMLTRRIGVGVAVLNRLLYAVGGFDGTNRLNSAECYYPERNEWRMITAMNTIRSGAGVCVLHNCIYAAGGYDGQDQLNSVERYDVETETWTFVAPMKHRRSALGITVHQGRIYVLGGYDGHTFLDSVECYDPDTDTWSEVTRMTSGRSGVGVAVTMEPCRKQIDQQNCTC
Numbers without * were called inactive. Not a hit list. About 1.6% of those tested had a hit in this group.

How did O=c1[nH]c2cc3c(cc2cc1CN(Cc1cccnc1)C(=S)NCc1ccco1)OCO3 do in these assays?
SR-BI DiI-HDL act: 7; Rtt109 Vps75: 0; PKA-R2B act: 2; CAL PDZ FP-1: -3; Cardiac RTF inh: 7; CAL PDZ FP-2: -0.5; cardiac RTF act: -2; DAGLB inh: 1; C-LANA FP: -0.1; Keap1-Nrf2 PPI: 0

What do the screens show for `C/C(CC(C)(C)C1CCCCC1)=N\NC(N)=S`?
SR-BI DiI-HDL act: -66; Rtt109 Vps75: -6; PKA-R2B act: -9; Cardiac RTF inh: -3; CAL PDZ FP-2: -1.6; cardiac RTF act: -7; DAGLB inh: -3; C-LANA FP: 1.5; Keap1-Nrf2 PPI: -3

How did O=C(c1ccc(SCc2cccc(Br)c2)c([N+](=O)[O-])c1)N1CCN(c2ccccn2)CC1 do in these assays?
SR-BI DiI-HDL act: 5; Rtt109 Vps75: -7; PKA-R2B act: -9; CAL PDZ FP-1: -6; Cardiac RTF inh: -1; CAL PDZ FP-2: -2.7; cardiac RTF act: -3; DAGLB inh: 2; C-LANA FP: 1.5; Keap1-Nrf2 PPI: 4

What do the screens show for `O=C(NC1CC1)c1nc(Cn2ccc([N+](=O)[O-])n2)no1`?
Rtt109 Vps75: -6; PKA-R2B act: -7; Cardiac RTF inh: 1; CAL PDZ FP-2: -0.9; cardiac RTF act: 2; DAGLB inh: 0; C-LANA FP: -1.2; Keap1-Nrf2 PPI: -2

Results for CC(C)(C)Cc1nc2ccccc2n1CCc1ccccc1 ?
SR-BI DiI-HDL act: -6; Rtt109 Vps75: -2; PKA-R2B act: -10; CAL PDZ FP-1: -3; Cardiac RTF inh: -1; CAL PDZ FP-2: -2.0; cardiac RTF act: -1; DAGLB inh: -6; C-LANA FP: 1.3; Keap1-Nrf2 PPI: 3

How did CCc1ccc(C(=O)NNC(=O)c2cc(S(=O)(=O)N(C)C)ccc2N2CCCC2)cc1 do in these assays?
SR-BI DiI-HDL act: 0; Rtt109 Vps75: 4; PKA-R2B act: 14; CAL PDZ FP-1: -3; Cardiac RTF inh: -4; CAL PDZ FP-2: -3.1; cardiac RTF act: 1; DAGLB inh: 1; C-LANA FP: -3.2; Keap1-Nrf2 PPI: -7

What do the screens show for `CCOc1ccc(NC(=O)CN(C)C(=O)c2cccnc2SC)cc1OCC`?
SR-BI DiI-HDL act: -17; Rtt109 Vps75: -17; PKA-R2B act: -9; CAL PDZ FP-1: -3; Cardiac RTF inh: 2; CAL PDZ FP-2: -1.8; cardiac RTF act: -6; DAGLB inh: 0; C-LANA FP: 1.0; Keap1-Nrf2 PPI: -3

What do the screens show for `Cc1cc(C(=O)c2ccccc2)nc2ccccc12`?
SR-BI DiI-HDL act: -10; Rtt109 Vps75: 4; PKA-R2B act: -8; CAL PDZ FP-1: 0; Cardiac RTF inh: -7; CAL PDZ FP-2: -4.0; cardiac RTF act: 12; DAGLB inh: -6; C-LANA FP: -0.3; Keap1-Nrf2 PPI: -5

Results for COc1ccc(-c2cc(C3CCN(c4cc(Cl)nc(N)n4)CC3)[nH]n2)cc1 ?
SR-BI DiI-HDL act: -16; Rtt109 Vps75: 2; PKA-R2B act: 5; CAL PDZ FP-1: -4; Cardiac RTF inh: 4; CAL PDZ FP-2: -3.2; cardiac RTF act: 1; DAGLB inh: 0; C-LANA FP: 1.0; Keap1-Nrf2 PPI: 4

How did Cc1cc(-c2cc(-c3ccccc3)on2)nc(NCC2CC2)n1 do in these assays?
SR-BI DiI-HDL act: -52; Rtt109 Vps75: -5; PKA-R2B act: 4; CAL PDZ FP-1: 7; Cardiac RTF inh: -6; CAL PDZ FP-2: 1.4; cardiac RTF act: -10; DAGLB inh: -7; C-LANA FP: 0.5; Keap1-Nrf2 PPI: -4

How did CCCc1nnc(SCC(=O)Nc2nc(C)cs2)n1CCOC do in these assays?
Rtt109 Vps75: 20; PKA-R2B act: -4; CAL PDZ FP-1: -2; Cardiac RTF inh: 3; CAL PDZ FP-2: -1.1; cardiac RTF act: -5; DAGLB inh: -2; C-LANA FP: -1.3; Keap1-Nrf2 PPI: 2

Results for Cc1cccc(N(CC(=O)NC2CCCC2)C(=O)CS(=O)CC(=O)Nc2ccc3c(c2)OCO3)c1 (stereo not given) ?
SR-BI DiI-HDL act: 23; Rtt109 Vps75: 0; PKA-R2B act: 11; CAL PDZ FP-1: -3; Cardiac RTF inh: -8; CAL PDZ FP-2: -1.6; cardiac RTF act: -6; DAGLB inh: -1; C-LANA FP: 0.2; Keap1-Nrf2 PPI: -2

Results for COc1ccc(C(=O)N2CCC(n3nccc3NC(=O)C3CCOC3)CC2)cc1 (stereo not given) ?
SR-BI DiI-HDL act: 12; Rtt109 Vps75: -2; PKA-R2B act: -5; CAL PDZ FP-1: -1; Cardiac RTF inh: -1; CAL PDZ FP-2: -2.5; cardiac RTF act: -4; DAGLB inh: -1; C-LANA FP: 0.8; Keap1-Nrf2 PPI: 1

What do the screens show for `Clc1cccc(Cl)c1CNCCCSc1ncccn1`?
SR-BI DiI-HDL act: 20; Rtt109 Vps75: 2; PKA-R2B act: -8; CAL PDZ FP-1: 6; Cardiac RTF inh: 4; CAL PDZ FP-2: -0.5; cardiac RTF act: 2; DAGLB inh: -2; C-LANA FP: 1.3; Keap1-Nrf2 PPI: -3

Results for O=C(Nc1nc(-c2ccccc2)c(-c2ccccc2)s1)c1ccc(S(=O)(=O)N2CCCCC2)cc1 ?
SR-BI DiI-HDL act: -22; Rtt109 Vps75: -6; PKA-R2B act: -2; CAL PDZ FP-1: -1; Cardiac RTF inh: -8; CAL PDZ FP-2: -0.6; cardiac RTF act: 2; DAGLB inh: 2; C-LANA FP: 0.9; Keap1-Nrf2 PPI: 3

Structures shown so far containing a Cl atom:
Results for COc1ccc(-c2cc(C3CCN(c4cc(Cl)nc(N)n4)CC3)[nH]n2)cc1 ?
SR-BI DiI-HDL act: -16; Rtt109 Vps75: 2; PKA-R2B act: 5; CAL PDZ FP-1: -4; Cardiac RTF inh: 4; CAL PDZ FP-2: -3.2; cardiac RTF act: 1; DAGLB inh: 0; C-LANA FP: 1.0; Keap1-Nrf2 PPI: 4

What do the screens show for `Clc1cccc(Cl)c1CNCCCSc1ncccn1`?
SR-BI DiI-HDL act: 20; Rtt109 Vps75: 2; PKA-R2B act: -8; CAL PDZ FP-1: 6; Cardiac RTF inh: 4; CAL PDZ FP-2: -0.5; cardiac RTF act: 2; DAGLB inh: -2; C-LANA FP: 1.3; Keap1-Nrf2 PPI: -3

(more compounds)
What do the screens show for `CSc1nsc(SCC(=O)Nc2ccc(F)cc2F)n1`?
SR-BI DiI-HDL act: 2; Rtt109 Vps75: 3; PKA-R2B act: -16; CAL PDZ FP-1: -2; Cardiac RTF inh: -2; CAL PDZ FP-2: -1.1; cardiac RTF act: 3; DAGLB inh: -4; C-LANA FP: -1.1; Keap1-Nrf2 PPI: 0

What do the screens show for `Cc1ccc(N2CC(C(=O)NCc3cccs3)CC2=O)cc1` (stereo not given)?
SR-BI DiI-HDL act: 11; PKA-R2B act: 7; CAL PDZ FP-1: -4; Cardiac RTF inh: 2; CAL PDZ FP-2: -3.0; cardiac RTF act: 1; DAGLB inh: -1; C-LANA FP: -1.5; Keap1-Nrf2 PPI: 2

How did Cc1c(Cl)cnc(NC(=O)COC(=O)C2CC3CCCC(C2)C3=O)c1Cl (stereo not given) do in these assays?
SR-BI DiI-HDL act: 0; Rtt109 Vps75: -5; PKA-R2B act: 0; CAL PDZ FP-1: -5; Cardiac RTF inh: -16; CAL PDZ FP-2: 0.7; cardiac RTF act: -1; DAGLB inh: 1; C-LANA FP: 0.3; Keap1-Nrf2 PPI: -1

What do the screens show for `CC(C)CNC(=O)C(=O)Nc1ccc(N(C)C)cc1`?
SR-BI DiI-HDL act: 21; PKA-R2B act: -4; CAL PDZ FP-1: -2; Cardiac RTF inh: 4; CAL PDZ FP-2: 0.8; cardiac RTF act: -3; DAGLB inh: -3; C-LANA FP: -0.2; Keap1-Nrf2 PPI: 1

How did COc1ccc(OC)c2sc(NC(=O)c3cccc(N4C(=O)CCC4=O)c3)nc12 do in these assays?
Rtt109 Vps75: -31; PKA-R2B act: -5; Cardiac RTF inh: -2; CAL PDZ FP-2: -4.7; cardiac RTF act: -1; DAGLB inh: 2; C-LANA FP: -1.2; Keap1-Nrf2 PPI: -3

How did COc1ccc(C2C(C(C)=O)=C(O)C(=O)N2CCCn2ccnc2)cc1OC (stereo not given) do in these assays?
SR-BI DiI-HDL act: 23; Rtt109 Vps75: 12; PKA-R2B act: -1; CAL PDZ FP-1: -4; Cardiac RTF inh: -2; CAL PDZ FP-2: 0.8; cardiac RTF act: -5; DAGLB inh: -1; C-LANA FP: -0.4; Keap1-Nrf2 PPI: 7

How did CCCCc1nnc(NC(=O)C(C)Sc2nc(N)cc(=O)[nH]2)s1 (stereo not given) do in these assays?
SR-BI DiI-HDL act: -12; Rtt109 Vps75: 6; PKA-R2B act: -5; CAL PDZ FP-1: 8; Cardiac RTF inh: -12; CAL PDZ FP-2: 0.4; cardiac RTF act: -1; DAGLB inh: -3; C-LANA FP: 0.5; Keap1-Nrf2 PPI: -6

Results for CS(=O)(=O)N(CC(=O)N1CCCC1)c1ccc(Cl)cc1 ?
SR-BI DiI-HDL act: 5; Rtt109 Vps75: 6; PKA-R2B act: -12; Cardiac RTF inh: -9; CAL PDZ FP-2: -0.5; cardiac RTF act: 3; DAGLB inh: -4; C-LANA FP: 2.0; Keap1-Nrf2 PPI: 0

What do the screens show for `CN(C)CCCN(C(=O)c1ccc(S(=O)(=O)N2CCc3ccccc32)cc1)c1nc2c(Cl)cccc2s1`?
SR-BI DiI-HDL act: 25; Rtt109 Vps75: -1; PKA-R2B act: -1; CAL PDZ FP-1: 0; Cardiac RTF inh: -8; CAL PDZ FP-2: -2.8; cardiac RTF act: -1; DAGLB inh: -3; C-LANA FP: 0.3; Keap1-Nrf2 PPI: -2
